GSK3 alpha inh = blockers of GSK3A enzyme activity – biochemical, luminescence, cell-free homogeneous, HTS, primary screen | Glycogen synthase kinase-3 alpha (Homo sapiens), P49840 | GSK-3 alpha kinase, ADP-Glo luminescence, 60 min | inhibition, % at 10 µM | 0.1% of 320,000 active | AID 2650, 2010;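 in the data active means inhibition above about 50%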;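 further: GST-tagged GSK-3 alpha with peptide substrate and 25 µM ATP; 0% = DMSO neutral wells and 100% = GW8510 positive control wells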
Target sequence (P49840 whole entry, looked up): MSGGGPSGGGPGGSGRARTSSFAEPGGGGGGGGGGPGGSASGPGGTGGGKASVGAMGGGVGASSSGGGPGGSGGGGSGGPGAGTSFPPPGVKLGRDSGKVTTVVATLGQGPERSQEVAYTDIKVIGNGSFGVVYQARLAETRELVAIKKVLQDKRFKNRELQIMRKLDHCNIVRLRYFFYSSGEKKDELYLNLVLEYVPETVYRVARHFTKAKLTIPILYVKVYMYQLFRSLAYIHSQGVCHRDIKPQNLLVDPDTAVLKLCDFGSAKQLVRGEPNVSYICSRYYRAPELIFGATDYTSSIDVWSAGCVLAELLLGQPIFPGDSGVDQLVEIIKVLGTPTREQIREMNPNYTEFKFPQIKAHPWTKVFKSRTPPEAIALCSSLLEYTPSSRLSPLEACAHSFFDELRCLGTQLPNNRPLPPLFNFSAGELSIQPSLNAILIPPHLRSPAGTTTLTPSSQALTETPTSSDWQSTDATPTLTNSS
Numbers without * were called inactive.

SMILES	GSK3 alpha inh
Cc1ccccc1C(=O)NCC(=O)OC(C)C(=O)NC(C)CCc1ccccc1 (stereo not given)	-1.0
COc1cc(S(=O)(=O)N2CCOCC2)cc(C(=O)OCC(=O)NC2CCCCC2)c1OC	2.4
Fc1ccccc1-c1cc2cc3c(cc2cn1)OCO3	0.8
O=C(NNC(=O)c1cc(S(=O)(=O)N2CCCCC2)ccc1Cl)c1ccccc1O	-7.6
Cc1ccc(OC(C)C(=O)N(C)c2ccccc2)c([N+](=O)[O-])n1 (stereo not given)	-2.4
O=C(COC(=O)c1cccc(F)c1)Nc1ccc(Cl)cn1	-4.6
Cc1ccc(NC(=O)COC(=O)CN2C(=O)c3ccccc3C2=O)cc1	-0.4
CC(C(=O)N1CCc2ccccc21)N1CCN(S(=O)(=O)c2cccs2)CC1 (stereo not given)	-5.1
COc1ccc(-c2sc3ccccc3c2-c2ccc(OCCN3CCOCC3)cc2)cc1	-1.1
CCc1noc(C)c1C(=O)OCC(=O)N1CCc2ccccc21	1.0
Cc1onc(-c2c(F)cccc2Cl)c1C(=O)NCc1ccc(S(N)(=O)=O)cc1	2.5
CC(Sc1nncs1)C(=O)Nc1ccc(S(=O)(=O)Nc2ncccn2)cc1 (stereo not given)	-0.3
COc1ccc(N2CCN(C(=O)COC(=O)CCc3ccccc3)CC2)cc1	-6.6
O=C(CN1C(=O)NC2(CCc3ccccc32)C1=O)NCC(=O)Nc1ccc(F)cc1 (stereo not given)	-1.9
Cc1nc2ccccc2n1CC(=O)OCC(=O)N1CCC(C)CC1	-2.9

Of the compounds above, 2 contain two or more sulfur atoms.
SMILES	GSK3 alpha inh
CC(C(=O)N1CCc2ccccc21)N1CCN(S(=O)(=O)c2cccs2)CC1 (stereo not given)	-5.1
CC(Sc1nncs1)C(=O)Nc1ccc(S(=O)(=O)Nc2ncccn2)cc1 (stereo not given)	-0.3

Shown field by field: entries from further up.
Cc1nc2ccccc2n1CC(=O)OCC(=O)N1CCC(C)CC1
  GSK3 alpha inh: -2.9
Cc1onc(-c2c(F)cccc2Cl)c1C(=O)NCc1ccc(S(N)(=O)=O)cc1
  GSK3 alpha inh: 2.5
Cc1ccc(OC(C)C(=O)N(C)c2ccccc2)c([N+](=O)[O-])n1 (stereo not given)
  GSK3 alpha inh: -2.4

(continued)
SMILES	GSK3 alpha inh
Cc1csc(NC(=O)CSc2nc3nc(C)cc(C)n3n2)n1	11.0
Cc1ccsc1CN(C)CC(=O)NCC(=O)Nc1ccc(F)cc1	-2.9
O=S(=O)(Nc1cc(S(=O)(=O)N2CCOCC2)ccc1NCC1CCCO1)c1ccccc1 (stereo not given)	3.4
Cc1ccc2nc3n(c(=O)c2c1)-c1ccccc1C(=O)NC3Cc1ccc(O)cc1 (stereo not given)	-1.3
O=C(CC1C[C@H](C(=O)N2CCCCC2)[C@@]2(CCc3ccccc3)c3[nH]c4ccccc4c3CCN2C1=O)NCc1cccc(C(F)(F)F)c1 (stereo not given in full)	-1.8
COc1ccc(/C=C/C(=O)OCC(=O)NC2CCCC2)cc1	7.5
Cc1noc(C)c1C(=O)OCC(=O)NCCc1ccc(S(N)(=O)=O)cc1	-2.4
Cc1noc(C)c1C(=O)Nc1cccc(S(=O)(=O)N2CCOCC2)c1	-1.8
Cc1noc(C)c1S(=O)(=O)N(C)C[C@H]1Oc2c(cccc2N(C)C)C(=O)N([C@H](C)CO)C[C@@H]1C	-1.3
CCCCn1c(C)nc2cc(S(=O)(=O)N3CCOCC3)ccc21	-2.5
O=C(NCCN1C(=O)S/C(=C/c2ccccc2)C1=O)C1CC(=O)N(Cc2ccccc2)C1 (stereo not given)	-1.7
O=C(COC(=O)c1ccc(Br)c(S(=O)(=O)N2CCOCC2)c1)NC1CC1	-2.8
CN1CCN(S(=O)(=O)c2ccc(N(C)Cc3ccc(C(F)(F)F)cc3)c([N+](=O)[O-])c2)CC1	6.1
COc1ccc(CNC[C@H]2O[C@@H](n3cnc4c(N)ncnc43)[C@H](O)[C@@H]2O)cc1OC	0.6
COc1cc(CCC(=O)Nc2ccc(C)c(S(=O)(=O)N3CCCCCC3)c2)cc(OC)c1OC	1.0
CC(C)N(Cc1ccccc1)C(=O)CN1C(=O)NC2(CCCCCC2)C1=O	-0.9
CC(=O)Nc1ccc(C(=O)CCl)cc1	0.1
Cc1cccc(C)c1NC(=O)Cn1c(=O)c(N2CCCCC2)c(N)n(C)c1=O	-1.9
COc1cccc(/C=C/C(=O)OCC(=O)c2ccccc2)c1OC	-1.0
CC(=O)c1ccc(NC(=O)C(C)Sc2nnc(-c3ccncc3)n2C2CC2)cc1 (stereo not given)	0.2
CC(NC(=O)CSc1nnnn1C1CC1)c1ccccc1Br (stereo not given)	-0.6
O=C(COc1cccc(Cl)c1Cl)NC1CC1	-0.2
Cc1ccc2c(c1)-n1c(nc3ccc(Cl)cc3c1=O)C(CC(C)C)NC2=O (stereo not given)	1.3
CC(C)CC1NC(=O)c2cc(Cl)ccc2-n2c1nc1cc(F)ccc1c2=O (stereo not given)	-0.5
CC(OC(=O)C1=COCCO1)C(=O)NC1(C#N)CCCCC1 (stereo not given)	-2.7
CCN(C[C@H]1N[C@@](Cc2ccccc2)(C(=O)OC)[C@H]2C(=O)N(C)C(=O)[C@@H]12)C(=O)c1ccccc1	-2.1
COc1ccc(CN2CCN(CC(=O)Nc3ccccc3C(=O)NC3CC3)CC2)cc1F	-3.1
O=S(=O)(c1ccc(SCCO)nc1)N1CCOCC1	-0.2
CC1CCCCC12NC(=O)N(CC(=O)NCc1ccccc1Cl)C2=O (stereo not given)	-1.5
O=C(CN1C(=O)NC2(CCCC2)C1=O)NNC(=O)c1ccccc1F	-0.6

4 compounds already listed, ordered by the value under GSK3 alpha inh, lowest first:
SMILES	GSK3 alpha inh
CCCCn1c(C)nc2cc(S(=O)(=O)N3CCOCC3)ccc21	-2.5
Cc1noc(C)c1C(=O)OCC(=O)NCCc1ccc(S(N)(=O)=O)cc1	-2.4
O=C(COc1cccc(Cl)c1Cl)NC1CC1	-0.2
CC(=O)Nc1ccc(C(=O)CCl)cc1	0.1

Next section:
SMILES	GSK3 alpha inh
O=C(NCC(=O)N1CCN(c2ccc([N+](=O)[O-])cc2)CC1)c1ccco1	-3.8
COc1ccc(NC(=O)CNCc2ccc(Cl)cc2)cc1S(=O)(=O)N1CCOCC1	-5.3
COC(=O)c1ccc(C)c(NC(=O)CCCN2C(=O)NC(C)(C)C2=O)c1	2.1
C#CCOCCOCCOCCNc1nc(N2CCN(C(=O)C([C@@H](C)O)n3cc([C@@H](N)CCCCN)nn3)CC2)nc(N2CCN(C(=O)[C@H](CCC(=O)O)n3cc([C@@H](N)[C@H](C)CC)nn3)CC2)n1 (stereo not given in full)	-4.2
O=C(COc1cccc(C(F)(F)F)c1)NCC(c1cccs1)N1CCOCC1 (stereo not given)	1.5
COc1ccccc1NC(=O)COc1cccnc1[N+](=O)[O-]	-0.7
CCc1cc(C(=O)Nc2nc(-c3ccccn3)cs2)sc1C	-3.2
CCOc1ccc(NC(=O)CSc2nnc(C3CC3)n2C2CC2)cc1	-2.5
Cc1ccc(S(=O)(=O)N2CCN(Cc3ccccc3)CC2)s1	-7.1
CCC(C)c1ccc(NC(=O)COC(=O)CCNC(=O)c2ccco2)cc1 (stereo not given)	-0.2
Cc1ccc(S(=O)(=O)NCCN2CCN(S(=O)(=O)c3ccccc3Cl)CC2)cc1	-0.4
O=C(CCNC(=O)c1ccccc1)Nc1ccc(Cl)c(S(=O)(=O)N2CCCCC2)c1	-4.6
Cn1nnnc1SCC(=O)N1N=C(c2cccs2)CC1c1cccs1 (stereo not given)	-4.7
O=[N+]([O-])c1cc(Cl)c(Cl)c(Cl)c1Cl	-2.3
CCCN(C(=O)CSc1nnc2ccccn12)C1CCS(=O)(=O)C1 (stereo not given)	-0.3
CCOc1ccc(NC(=O)COC(=O)c2ccc(S(=O)(=O)N3CCOCC3)cc2)cc1	-1.9
CC(C)CNC(=O)CSc1ccc(S(=O)(=O)N2CCN(C)CC2)cn1	1.4
O=CC(=O)c1ccccc1	-1.3
Cc1cc(CNC(=O)COC(=O)C2CC3CCCC(C2)C3=O)cc(C)c1O (stereo not given)	-3.0
Cc1cc(C(=O)NNC(=O)c2cccs2)c(C)o1	3.4
CCOC(=O)Cc1csc(SCC(=O)NC2CCS(=O)(=O)C2)n1 (stereo not given)	-1.0
OC/C(Br)=C(\Br)CO	-0.7
CN(CC(=O)Nc1ccccc1Cl)CC(=O)N(C)c1c(N)n(Cc2ccccc2)c(=O)[nH]c1=O	-0.1
NC(=O)c1ccc(NC(=O)CSC(=O)c2ccccc2)cc1	-1.3
Cc1cccc(NC(=O)COC(=O)CSc2ccccc2)c1C	-0.9
CCN(Cc1nc2ccccc2c(=O)[nH]1)C(=O)C1CC(=O)N(c2cccc3ccccc23)C1 (stereo not given)	1.1
O=C(N/N=C/c1ccc(Cl)cc1Cl)c1ccc(-n2cnnn2)cc1	-0.1
O=C(COC(=O)Cc1ccc(S(=O)(=O)N2CCOCC2)s1)Nc1ccc(F)cc1F	1.1
O=C(c1ccco1)N1CCN(C(=O)c2ccc(-c3ccc(Cl)cc3)o2)CC1	-0.2
COc1ccccc1CNC(=O)CCNS(=O)(=O)/C=C/c1ccc(C)cc1	1.8
O=C(COC(=O)/C=C/c1cccc(C(F)(F)F)c1)NC1CCCCCC1	-2.4
Cn1ccc(NC(=O)c2ccc(Cl)cc2Cl)n1	4.2
CCCc1ccc(S(=O)(=O)N2CCN(C(C)C(=O)NCc3ccc(OC)cc3)CC2)cc1 (stereo not given)	1.2
COc1ccccc1OCC(=O)OCC(=O)NC1CCCCC1	4.0
CCOc1ccc(C(=O)COC(=O)c2nc3nccc(C)n3n2)cc1	-3.6
COc1ccc(CCNC(=O)COC(=O)Cc2ccccc2[N+](=O)[O-])cc1	-1.5
CS(=O)(=O)c1ccc(C(=O)NNC(=O)c2ccccc2-n2cccc2)cc1	-2.1
COc1ccc(C(C)(C)C)cc1NC(=O)COc1ccc(-c2nnco2)cc1	-1.5
COc1ccc(OC)c(NC(=O)COC(=O)CCS(=O)(=O)c2ccc(Cl)cc2)c1	-4.4
Cc1onc(-c2ccccc2)c1C(=O)OCC(=O)N1CCC(C)CC1	4.3
COc1ccccc1C(=O)NCC(=O)OCC(=O)NNC(=O)c1ccc(Br)cc1	-4.0
CC(Sc1ccc(S(=O)(=O)N2CCOCC2)cn1)c1ccccc1Cl (stereo not given)	-0.5
COc1ccc(C2(C)NC(=O)N(CC(=O)c3cc(C)n(C4CC4)c3C)C2=O)cc1 (stereo not given)	-6.2
COc1ccccc1-c1nn(-c2ccccc2)cc1C(=O)N1CCN(C(=O)c2ccco2)CC1	-1.4
COc1cc(/C=C/C(=O)OCC(=O)N(C)CC(=O)Nc2ccc(F)cc2)ccc1OC(F)F	1.0
Cc1ccc2c(c1)-n1c(nc3ccc(C)cc3c1=O)C(Cc1ccc(O)cc1)NC2=O (stereo not given)	-0.4
Cc1c(C(=O)Nc2ccc(S(=O)(=O)Nc3ncccn3)cc2)oc2ccccc12	1.5
COc1ccccc1COC(=O)c1ccc(S(=O)(=O)N2CCOCC2)cc1	-3.6
O=C(COc1ccc(Br)cc1F)Nc1nnc(C2CC2)s1	-5.3
COc1ccc(OCC(=O)OCC(=O)N2C(C)CCCC2C)cc1 (stereo not given)	-0.6
COc1ccc(CCC(=O)OCC(=O)Nc2c(C)n(C)n(-c3ccccc3)c2=O)cc1	-0.9
CCCCn1c(N)c(N(CCC(C)C)C(=O)COC(=O)c2cccnc2Cl)c(=O)[nH]c1=O	23.0
N#Cc1ccc(CN2CCN(C(=O)c3cn(Cc4ccccc4)nc3-c3cccnc3)CC2)cc1	0.4
CCOc1ncccc1C(=O)OCC(=O)NC(=O)c1ccccc1	15.1
CCc1cccc2c(C(=O)CN3C(=O)C(=O)N(C4CCCC4)C3=O)c[nH]c12	10.8
COc1ccc(NS(=O)(=O)c2cc(NC(=O)c3ccc(=O)[nH]c3)ccc2C)cc1	1.2
Cc1ccc(C(=O)N(C)CCOc2ccccc2)cc1S(=O)(=O)N1CCOCC1	-8.3
O=C(CNC(=O)c1ccc(Br)o1)NCC1CCCCC1	-0.5
CCN(CC(=O)Nc1c(F)cccc1F)C(=O)Cc1ccc2c(c1)OCCO2	-1.1
COc1ccc(Cl)cc1C(=O)NNC(=O)c1n[nH]c2ccccc12	0.2
Other compounds follow.
SMILES	GSK3 alpha inh
O=C(COC(=O)CN1C(=O)c2ccccc2C1=O)Nc1cccc(F)c1	-2.9
CC1CCCCC12NC(=O)N(CC(=O)NCC(=O)Nc1ccc(F)c(F)c1F)C2=O (stereo not given)	0.5
N#Cc1ccccc1S(=O)(=O)N1CCN(C(=O)C2COc3ccccc3O2)CC1 (stereo not given)	-1.1
O=C(O)C1CCCCN1C(=O)c1cc2c(s1)CCCCC2 (stereo not given)	-2.3
c1ccc2c(c1)-c1cccc3c1c-2cc1ccccc13	-2.0
O=C(CCc1nc(-c2ccccc2)no1)Nc1cccc(C(=O)NC2CC2)c1	-0.3
O=C1CC(N2CCN(S(=O)(=O)c3ccccc3F)CC2)C(=O)N1c1ccccc1Cl (stereo not given)	11.2
COc1cccc(-n2cnnc2SC(C)C(=O)NC2CCCC2)c1 (stereo not given)	-0.8
CCOC(=O)C1=C(COC(=O)c2cccnc2SC)NC(=O)NC1C (stereo not given)	-0.2
CCN(C(=O)CSc1nc(C)nc2sc(C)c(C)c12)c1ccc(F)cc1	-1.4
O=C(COC(=O)[C@@H]1CC(O)CN1S(=O)(=O)c1ccc2c(c1)OCCO2)Nc1cc(F)ccc1F (stereo not given in full)	-1.1
NC(=O)c1cccc([N+](=O)[O-])c1	-4.0
CCCN(CC(=O)Nc1ccccc1OC)C(=O)CN1C(=O)NC2(CCCCC2)C1=O	-3.1
CN(C(=O)CSc1nnc(-c2ccc3c(c2)OCO3)o1)C1CCS(=O)(=O)C1 (stereo not given)	-0.5
Cc1ccc(NC(=O)CCCNC(=O)c2ccc(Cl)cc2)cc1S(=O)(=O)N1CCOCC1	-2.9

From PubChem

Not all compounds are listed (hit frequency here may not be typical).
